CYP2C9 inhib: human CYP2C9 inhibition. P11712. CYP2C9 Supersomes, luciferin-H conversion, luminescence. inhibition, % at 5 µM. 96,000 compounds, 20% hits. AID 777;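 active = blocking of liver enzyme CYP2C9 beyond about 50% at 5 µM, limit read from the data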; also: values of inactives mirror those of a sister screen read the other way
Target sequence (P11712 whole entry, looked up): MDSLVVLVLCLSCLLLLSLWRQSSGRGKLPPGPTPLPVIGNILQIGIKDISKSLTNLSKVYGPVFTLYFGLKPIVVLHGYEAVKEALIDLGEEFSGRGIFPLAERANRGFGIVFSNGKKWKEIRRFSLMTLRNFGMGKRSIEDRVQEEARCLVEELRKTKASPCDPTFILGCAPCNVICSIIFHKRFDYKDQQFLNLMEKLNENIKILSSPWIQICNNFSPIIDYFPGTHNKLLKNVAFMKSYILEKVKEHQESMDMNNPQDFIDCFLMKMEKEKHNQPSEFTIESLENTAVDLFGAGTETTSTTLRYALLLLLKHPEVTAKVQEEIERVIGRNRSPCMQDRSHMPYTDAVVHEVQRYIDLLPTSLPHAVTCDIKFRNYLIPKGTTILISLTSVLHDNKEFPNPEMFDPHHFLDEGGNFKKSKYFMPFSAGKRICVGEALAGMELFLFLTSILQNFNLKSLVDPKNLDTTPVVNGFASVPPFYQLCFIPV
CYP2C19 act: activators of human cytochrome P450 2C19. P33261. recombinant CYP2C19, luciferin-H EGE luminescence; stronger effect = higher value; 0 = fully inhibited enzyme, 1 = untreated enzyme. activation factor at 5 µM. 96,000 tested, under 10 active. AID 1025;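 active = activation factor of at least 2 at 5 µM in the primary screen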;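 also: 0 = wells with 2.5 mM tranylcypromine and 1 = vehicle-only wells; values of inactives mirror those of a sister screen read the other way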
MT1-MMP txn act: MT1-MMP promoter transcription activation. activation factor at 10 µM. HT1080 MT1-MMP promoter luciferase reporter, luminescence, overnight; stronger effect = higher value. 86,000 compounds, 0.16% hits;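 active = activation factor of at least 2 for MT1-MMP transcription at 10 µM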
Pyk2 oligo antag: blocks oligomerization of human Pyk2 in cells; Q14289; Q293 cells, Pyk2 FERM NanoBiT luminescence; stronger effect = lower value; z-score (the deposit names both 25 µM and 10 µM); 99,000 compounds, 0.83% hits; AID 1347419;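 active = Z-score of -3 or lower, scaled per plate to the spread of control and sample wells; inactive = z-score above -3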;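 also: negative z-score means lost luminescence so less FERM oligomerization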
CD11b adhes inh: blocks human CD11b/CD18 adhesion to fibrinogen; P05107+P11215; K562 CD11b/CD18 adhesion to fibrinogen, ATPlite luminescence; Mn2+ added to activate the integrin; inhibition, % at 10 µM; 93,000 compounds, 0.54% hits;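 active = primary inhibition of 50% or more at 10 µM, then 40% or more on retest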; also: some results filed as inactive read as strong as hits
CD11b adhes enh: enhancers of human CD11b/CD18 binding to fibrinogen; P05107+P11215; K562 CD11b/CD18 adhesion to fibrinogen, ATPlite luminescence; activation, % at 10 µM; 93,000 compounds, 0.07% hits; AID 1499;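 active = 10 µM primary screen giving 50% or more activity, confirmed by 40% or more on retest at that dose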; also: strong numbers were not always called active; reference of the scale not given here
CYP2C9 act: activators of human CYP2C9; recombinant CYP2C9, luciferin-H conversion, luminescence; stronger effect = higher value; factor 1 = untreated enzyme, 0 = blocked; activation factor at 5 µM; 96,000 compounds, 1.4% hits;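 active = activation factor of 2 or more for CYP2C9 at a 5 µM dose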;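 also: 0 = sulfaphenazole-blocked wells and 1 = vehicle-only wells; values of inactives mirror those of a sister screen read the other way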
PLAP activator: activators of human placental alkaline phosphatase; purified PLAP enzyme, luminescent substrate read-out; stronger effect = higher value; activation fold at 20 µM; 96,000 compounds, 1.2% hits; in the data active = activation fold above about 2
Target sequence (P05187 whole entry, looked up): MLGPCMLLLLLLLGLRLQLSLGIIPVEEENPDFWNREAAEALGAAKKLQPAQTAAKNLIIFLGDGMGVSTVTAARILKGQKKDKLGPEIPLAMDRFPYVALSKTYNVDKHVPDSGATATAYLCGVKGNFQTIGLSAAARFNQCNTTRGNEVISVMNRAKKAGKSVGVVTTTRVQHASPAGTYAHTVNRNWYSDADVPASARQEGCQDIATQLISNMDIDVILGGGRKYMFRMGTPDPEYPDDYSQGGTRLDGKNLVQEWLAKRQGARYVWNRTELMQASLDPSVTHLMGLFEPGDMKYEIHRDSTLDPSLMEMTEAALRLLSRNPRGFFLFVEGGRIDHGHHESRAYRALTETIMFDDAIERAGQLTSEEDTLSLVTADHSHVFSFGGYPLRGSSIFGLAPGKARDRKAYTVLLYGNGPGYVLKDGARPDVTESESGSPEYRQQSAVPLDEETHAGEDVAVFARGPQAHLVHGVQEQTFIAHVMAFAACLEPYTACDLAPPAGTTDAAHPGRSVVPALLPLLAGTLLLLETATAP
CYP2C19 inhib: human CYP2C19 inhibition. CYP2C19 Supersomes, luciferin-H EGE luminescence, 30 min. inhibition, % at 5 µM. 96,000 compounds, 21% hits;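 active = CYP2C19 inhibition above a set limit at 5 µM in the primary screen, cut at about 50% in these data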;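 also: plate controls were negative control wells for no effect and 2.5 mM tranylcypromine positive control for full effect; values of inactives mirror those of a sister screen read the other way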
The depositor's hits bear a star; / = no result given.

Start of the listing, in advance (four entries):
entry	Compound	CYP2C9 inhib	CYP2C19 act	MT1-MMP txn act	Pyk2 oligo antag	CD11b adhes inh	CD11b adhes enh	CYP2C9 act	PLAP activator	CYP2C19 inhib
1	Cc1oc2c(cc(NS(=O)(=O)c3ccc4c5c(cccc35)C(=O)N4)c3ccccc32)c1C(=O)OC(C)C	89.1*	0.6	1.1	-2.11	/	/	0.1	1.2	39.2
2	CCn1c(CSc2nc3ccccc3s2)nnc1SCC(N)=O	9.6	0.8	1	1.05	8.3	22.9	0.9	1	18.4
3	Cc1cnc(C)c(N2CCC(C(=O)NC(C)c3cccs3)CC2)n1 (centres undefined)	-40.5	0.7	1.3	-0.92	-6.0	-2.9	1.4	1.5	31.3
4	CNC(=O)CSc1nnc(-c2cccs2)o1	4.2	1.1	1.1	0.02	-0.5	-2.1	1	0.9	-7.0

All compounds of this part, previewed entries included:
entry	Compound	CYP2C9 inhib	CYP2C19 act	MT1-MMP txn act	Pyk2 oligo antag	CD11b adhes inh	CD11b adhes enh	CYP2C9 act	PLAP activator	CYP2C19 inhib
1	Cc1oc2c(cc(NS(=O)(=O)c3ccc4c5c(cccc35)C(=O)N4)c3ccccc32)c1C(=O)OC(C)C	89.1*	0.6	1.1	-2.11	/	/	0.1	1.2	39.2
2	CCn1c(CSc2nc3ccccc3s2)nnc1SCC(N)=O	9.6	0.8	1	1.05	8.3	22.9	0.9	1	18.4
3	Cc1cnc(C)c(N2CCC(C(=O)NC(C)c3cccs3)CC2)n1 (centres undefined)	-40.5	0.7	1.3	-0.92	-6.0	-2.9	1.4	1.5	31.3
4	CNC(=O)CSc1nnc(-c2cccs2)o1	4.2	1.1	1.1	0.02	-0.5	-2.1	1	0.9	-7.0
5	Cc1ccc(S(=O)(=O)N=Nc2c(O)[nH]c3ccccc23)cc1	-21.9	1.2	1.1	-0.16	21.4	-5.3	1.2	0.9	-21.4
6	CCCCN(C)/C=N/c1c(C#N)cnn1-c1ccc(C)cc1	59.8*	0.6	0.9	-0.71	-2.0	-1.2	0.4	1	39.5
7	COc1ccc(NC(=O)C2CC(=O)N(c3cc(C)ccc3C)C2)cc1 (centres undefined)	-13.0	0.9	1.1	-0.09	-10.8	6.6	1.1	1	8.1
8	CCOc1ccc2nc(NC(=O)CN3CCC(n4nnc5cc(F)ccc54)CC3)sc2c1	86.0*	0.2	1.3	-3.3*	57.0	0.9	0.1	1.8	79.6*
9	CCN(Cc1ccccc1)S(=O)(=O)c1ccc(C(=O)Nc2nnc(-c3ccccc3OC)o2)cc1	70.1*	1	0.9	-3.91*	-25.9	12.8	0.3	1.7	0.3
10	Oc1ccccc1-c1nnc(-c2ccc(C(F)(F)F)cc2)o1	6.0	0.9	1.6	-0.44	25.5	9.1	0.9	1.4	11.0
11	COc1cc(Cn2c(-c3nonc3N)nc3ccccc32)ccc1C	74.3*	0.6	1.2	-1.32	1.1	-1.6	0.3	0.7	41.5
12	COc1ccc(NC(=O)C(NC(C)=O)C(=O)NCc2ccccc2Cl)cc1 (centres undefined)	37.2	0.9	/	0.3	-8.4	-0.2	0.6	1	12.9
13	Cc1noc(C)c1COC(=O)c1cccc(S(=O)(=O)N2CCCCCC2)c1	96.2*	0.1	1	0.42	91.6	-8.5	0	1.4	90.9*
14	CCOc1ccc(Br)cc1/C=N/O	2.7	0.9	/	0.12	-15.3	-1.0	1	0.9	8.5
15	CC(C)(C)C(=O)NC1CCN(S(=O)(=O)c2ccc(C(F)(F)F)cc2)CC1	-2.7	0.2	1.1	1.72	-14.0	2.0	1	1.2	76.0*
16	CCCN1Cc2cccc(C(=O)N3CCN(c4ccccc4)CC3)c2C1=O	28.9	0.5	1	0.84	-0.3	0.4	0.7	1.6	50.1*
17	O=C(COC(=O)Cc1cccs1)Nc1ccccc1	28.7	0.3	1.1	0.39	-3.0	-0.3	0.7	1.2	68.6*
18	OC(COC1CCCCC1)CN1CCN(c2ccccc2)CC1 (centres undefined)	8.1	1	1.1	1.47	25.5	-0.3	0.9	1.4	3.0
19	CCOC(=O)N1CCN(C(=O)c2ccc3c(c2)sc2nc(-c4ccccc4)cn23)CC1	57.3*	0.5	1.5	-0.72	2.1	5.5	0.4	1.1	49.2
20	Cn1nc(-c2ccccc2)c2nc3ccccc3nc21	16.7	0.9	1.2	-1.63	-1.8	0.3	0.8	1	12.1
21	CC(C)NC(=O)C1CCN(C(=O)N(C)C)CC1	-3.9	1.1	1.2	-0.08	-17.1	-1.3	1	0.9	-9.9
22	Cc1ccc(CNC(=O)CSc2nc3n[nH]c(C)c3c(=N)n2-c2cccc(C)c2)cc1	53.9*	0.3	1.2	1.91	-20.6	20.8	0.5	2.5*	65.7*
23	COC(=O)CSc1nnc(-c2ccncc2)n1N	6.8	0.7	1	0.41	-6.9	-4.8	0.9	0.9	25.2
24	CCn1c(C(=O)OC)cc2c1ccn2-c1ccc(F)cc1	11.0	0.7	1.4	0.38	-1.4	-0.6	0.9	0.9	25.2
25	C=C(C)C1CC=C(C)/C(=N/NC(=O)c2ccc(NC(=O)CCC)cc2)C1 (centres undefined)	-57.4	0.9	/	-0.43	-15.1	-3.4	1.6	1	13.2
26	CCCCNC(=O)c1ccc(CS(=O)(=O)c2ccc(OC)cc2)o1	-1.0	0.9	1	/	6.5	13.5	1	0.9	10.7
27	O=C1CC(=O)C(n2cncn2)C(c2c(F)cccc2Cl)C1 (centres undefined)	-9.1	1	/	0.23	-0.4	-4.0	1.1	0.9	-1.2
28	CN(C)CCCOc1ccc(C(C)(C)c2ccccc2)cc1	-0.4	0.9	1.1	-0.4	4.2	-1.9	1	1.8	8.3
29	Cc1oc2ccc(OCc3ccc(F)cc3)cc2c1C(=O)O	14.2	1.1	1	0.43	5.7	-4.9	0.9	1.1	-5.0
30	CCOc1ccc(C(C)=O)cc1N1C(=O)C2C3C=CC(O3)C2C1=O (centres undefined)	-1.6	1	/	0.66	6.3	0.5	1	1.2	4.3
31	COC(=O)C1=C(C)N(C(C)C)C(=O)C1(NC(C)=O)C(F)(F)F (centres undefined)	-7.8	1.1	/	0.49	13.7	-2.6	1.1	1	-7.8
32	CC(=O)Nc1c(Cl)n(C(C)=O)c2ccccc12	-14.8	1.1	1.5	0.27	7.8	0.6	1.1	1	-13.0
33	CC1(C)CC(=O)c2cc(OCC(=O)N3CCN(c4ccccc4F)CC3)ccc2O1	49.1	0.3	1.1	-0.99	-29.7	-0.9	0.5	1.4	67.6*
34	CC(C)(C)c1ccc(S(=O)(=O)N2CCN(CCC#N)CC2)cc1	-38.1	0.5	1.1	/	-24.8	3.1	1.4	1.1	50.0*
35	O=C(CN1CCC(C(=O)c2ccc3c(c2)OCCO3)CC1)NC1CCCC1	16.5	0.2	1.1	0.34	-1.3	0.6	0.8	1.6	84.3*
36	Cc1cc(C)nc(-n2nc(C)cc2NC(=O)COC(=O)CCC(=O)c2cccs2)n1	49.8	0.7	1	0.07	6.3	-3.3	0.5	1.1	32.2
37	O=C1CN(C(=O)COC(=O)c2cccc(S(=O)(=O)NCc3ccccc3)c2)c2ccccc2N1	68.0*	0.6	1.3	-0.76	0.9	-3.0	0.3	0.9	43.6
38	N#CC(C#SN)=C1CCCCC1	-3.2	1	1	0.96	21.3	-8.1	1	1.7	-0.2
39	COc1cccc(NC(=O)N(CCCN2CCOCC2)C(C)c2cc3ccccc3o2)c1 (centres undefined)	51.6*	0.5	1.1	0.38	-2.1	1.1	0.5	1.8	46.4
40	CC(=O)C1(C)OC(N)=C(C#N)C(c2ccccc2)C1(C#N)C#N (centres undefined)	35.4	0.6	1.1	-0.57	-22.7	-3.2	0.6	1.2	41.5
41	O=c1cc(Cl)[nH]c(=O)n1CCNc1ncc(C(F)(F)F)cc1Cl	100.0*	0.3	/	-1.45	22.4	-6.1	0	1.5	68.0*
42	CC1(C)Cc2c(c(-c3ccccc3Cl)[nH]c(=O)c2C#N)CO1	4.1	0.1	1	-0.93	-14.4	1.7	1	1.2	92.3*
43	COc1ccc(CNC(=O)CSc2ncnc3nc[nH]c23)cc1	17.2	0.4	1.2	1.05	-2.6	-4.2	0.8	0.8	60.8*
44	CCCCCNC(=O)CSC1=N/C(=C\c2ccc(Cl)c(Cl)c2)C(=O)N1CC	31.8	0.9	/	-0.72	2.2	-2.4	0.7	0.6	7.2
45	Nc1nnc(Cc2ccc(Cl)cc2)s1	-1.5	0.9	1.3	0.07	-21.1	6.1	1	1	14.1
46	CCOC(=O)c1cnn(-c2ccc(C(F)(F)F)cn2)c1N	18.8	0.7	1.6	0.22	-2.4	-0.5	0.8	0.9	30.4
47	O=C(NCCN1CCOCC1)c1ccc2c(c1)N(Cc1ccccc1)C(=O)CS2	-1.8	1	1.1	-0.2	-2.9	-2.7	1	1.2	-2.9
48	Cc1nc(SCC(N)=O)[nH]c(=O)c1CCC(C)C	8.8	1	1	0.02	-2.3	-3.6	0.9	1	-2.5
49	COc1ccc(CN(Cc2ccccn2)C(=O)CN2C(=O)C(C)Oc3ccccc32)cc1 (centres undefined)	27.3	0.8	1.2	-1.02	9.2	-6.7	0.7	1.1	22.6
50	O=C(NCCN1CCCC1)C1CCN(S(=O)(=O)N2CCC3(CC2)OCCO3)CC1	14.8	1	/	0.58	-10.7	-3.7	0.9	1.5	-0.9
51	CCOC(=O)c1sc(=S)n(-c2cccc(C(F)(F)F)c2)c1SC	60.7*	1	/	-1.35	/	/	0.4	0.8	0.7
52	Cc1ccc(NC(=O)Nc2sc(=S)n(C)c2C)cc1	12.9	1.1	1.1	1.41	-8.7	-3.9	0.9	0.8	-10.3
53	CCOC(=O)C1=C(C)NC(=O)NC1c1ccc(OCC(=O)OC)c(OC)c1 (centres undefined)	21.0	0.8	1	0.74	-3.5	-5.2	0.8	1.1	17.6
54	N#C/C(=C1/CCCCCN1)c1nnc2n1CCCCC2	-3.8	1	1.1	0.58	2.3	-5.1	1	0.9	1.9
55	CCn1c(SCC(=O)c2cccs2)nnc1-c1cccs1	45.1	0	1.4	0.92	2.0	-3.3	0.5	0.9	97.7*
56	CCCCNC(=O)c1sc(=S)n(-c2ccccc2OC)c1N	26.8	0.8	1	1.09	-18.9	4.6	0.7	1.1	18.8
57	C=CCOc1ccc(CNC(C)(C)CO)cc1OCC	14.7	0.6	/	0.37	/	/	0.9	0.9	39.9
58	C=CCOc1nc2c(c(=O)n(C)c(=O)n2C)n1Cc1c(Cl)cccc1Cl	44.3	0.4	1.2	1.53	1.1	2.1	0.6	1	62.2*

Compounds 41 through 43 from above:
entry	Compound	CYP2C9 inhib	CYP2C19 act	MT1-MMP txn act	Pyk2 oligo antag	CD11b adhes inh	CD11b adhes enh	CYP2C9 act	PLAP activator	CYP2C19 inhib
41	O=c1cc(Cl)[nH]c(=O)n1CCNc1ncc(C(F)(F)F)cc1Cl	100.0*	0.3	/	-1.45	22.4	-6.1	0	1.5	68.0*
42	CC1(C)Cc2c(c(-c3ccccc3Cl)[nH]c(=O)c2C#N)CO1	4.1	0.1	1	-0.93	-14.4	1.7	1	1.2	92.3*
43	COc1ccc(CNC(=O)CSc2ncnc3nc[nH]c23)cc1	17.2	0.4	1.2	1.05	-2.6	-4.2	0.8	0.8	60.8*

Screening results: PubChem, Sanford-Burnham Center for Chemical Genomics
